Screening data: PubChem BioAssay, Broad Institute
F508del corr: CFTR F508del correction in bronchial cells. CFBE cells, YFP halide quenching; stimulated with forskolin plus potentiator P3; % fluorescence drop versus neutral controls. 0.36% of 350,000 active. AID 720511. activity (quench increase), % at 7.58 µM;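 active means mean added fluorescence quench of at least 8% versus neutral control, with both replicates also reaching 8%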;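 further: cells transiently co-express mutant CFTR-F508del with the halide-sensitive YFP; corrector assay measuring rescue of mutant channel to the surface after 24 h compound exposure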
PGC1a acetyl inh: lowers PGC1a acetylation signal in U2OS cells; AlphaScreen anti-acetyl-lysine; with virally co-expressed GCN5 acetyltransferase; inhibition, % at 15.6 µM; 0.17% of 350,000 active; AID 651687;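 active means every replicate shows inhibition of at least 40%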;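 further: 0% = neutral control wells and 100% = positive control wells; some results beyond the cut were filed as inactive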
C2C12 statin: suppressors of simvastatin-induced myotoxicity in C2C12 myotubes; ATP luminescence, 48 h; scaled: DMSO 0, geranylgeraniol control 100; rescue of ATP level, % at 7.49 µM; 0.78% of 330,000 active;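 active means mean ATP rescue above about 67%, or every replicate alone reaching that limit, limit read from the data, passing the limit was not always enough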;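 further: myotubes were challenged with 10 µM simvastatin during compound exposure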
Cneo AK release: Cryptococcus neoformans lysis via adenylate kinase release; C. neoformans lysis, adenylate kinase release luminescence, 4 h; normalised: neutral wells 0, clomiphene wells 100; lysis activity, % at 15 µM; 0.2% of 360,000 active;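 active means mean lysis activity across replicates of at least 80%, whatever share of replicates individually reach that level; inactive means mean lysis activity below 80%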
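Material – Cryptococcus neoformans yeast cells · Quantity – 5 × 10^6 yeast cells/mL · Buffer or medium – YPD medium · Compound – single dose · Timing – 4 h static compound exposure, 37 °C, read 1 h post-reagent · Signal – adenylate kinase release luminescence · Read-out basis – lysis from increased AK signal · Benchmarks – Clomiphene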
miR-122 sensor: blocks miR-122 activity in Huh7 sensor cells; activation (reporter increase), % at 12.5 µM; 0.3% of 340,000 active; Huh7 miR-122 Renilla luciferase sensor, 48 h; neutral wells = 0, positive control = 100; AID 602342;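 active means mean replicate activation score at least 90 and every replicate individually at or above 90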;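 further: higher luciferase means less miR-122 activity so hits act as miR-122 inhibitors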
FN deposit inh: fibronectin deposition inhibition; AH1F fibroblasts, Alexa488-fibronectin deposition fluorescence, overnight; 0.086% of 350,000 active; AID 743247; inhibition, % at 12.6 µM;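 active means mean inhibition across replicates of 30% or more, regardless of how many single replicates reach that level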;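 further: positive control wells lacked labelled fibronectin entirely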
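Test system: AH1F fibroblast monolayer depositing Alexa488-labelled fibronectin into matrix. Input: 10000 cells per well. Technique: fluorescence, ex 485 nm, em 525 nm. Buffer or medium: DMEM plus 2% serum, read in PBS. Timing: 1 h cell adhesion before compound, then overnight fibronectin incubation. Compound: single dose, pinned. Read-out basis: inhibition from reduced deposited-fibronectin fluorescence.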
GSIS activator: primary screen for activators of insulin secretion dependent on glucose, INS-1E cells, GLuc reporter luminescence; INS-1E GLuc reporter insulin secretion, 2-3 h; activation, % at 16.6 µM; 0.61% of 370,000 active; AID 743287;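 active means lowest replicate activation of at least 40%, so every replicate reaches that level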;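 further: 0% = median of neutral control wells and 100% = median of IBMX positive control wells; some compounds called inactive have numbers as strong as hits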
PglD DTNB: PglD (C. jejuni) enzyme inhibition; AID 602405; 0.098% of 360,000 active; inhibition, % at 12.5 µM; purified PglD enzyme, DTNB colorimetric CoA detection; in the data active means inhibition above about 16%, passing the limit was not always enough; further: strong numbers were not always called active
* hit, by the source's call; & = joins results of further samples; [ ] = another dose, or the depositor's remark.

Cc1noc(C)c1NC(=O)Nc1ccc2c(c1)C(=O)N([C@H](C)CO)C[C@@H](C)[C@H](CN(C)Cc1ccc(Oc3ccccc3)cc1)O2 was read as F508del corr -0.9, PGC1a acetyl inh 9, C2C12 statin -22, Cneo AK release -5, miR-122 sensor 49[16.7 µM], GSIS activator 3 and PglD DTNB -1.
Screening Cc1ccc(N(C)C(=O)c2cnn(-c3ccccc3)c2C)c(C)c1 returned F508del corr -0.5, C2C12 statin -9, Cneo AK release -1, FN deposit inh -3, GSIS activator 4 and PglD DTNB -3.
For O=C(NC1CCOc2ccccc21)c1ccc(Cl)nc1 (stereo unspecified) the results were F508del corr -1.8, PGC1a acetyl inh 0, C2C12 statin 0, Cneo AK release 1, miR-122 sensor -2, FN deposit inh 3, GSIS activator -1 and PglD DTNB -2.
`COc1ccccc1-c1sc2ccccc2c1-c1ccc(OCCN2CCCCC2)cc1` gave PGC1a acetyl inh -15, C2C12 statin -16, Cneo AK release 23, miR-122 sensor 4 and PglD DTNB 2.
CC(C)C#Cc1ccc([C@@H]2[C@@H](CO)N3C(=O)CN(C(=O)c4ccc5c(c4)OCO5)C[C@H]23)cc1 was read as F508del corr 1.3, PGC1a acetyl inh -7, FN deposit inh 3 and GSIS activator -14.
Cc1ccc(C(=O)NCCOc2cccc(C)c2)cc1 was read as F508del corr 2.4, PGC1a acetyl inh -8, C2C12 statin 3, miR-122 sensor -4, FN deposit inh 0 and GSIS activator -11.
Screening CCc1ccccc1NC(=S)N(Cc1cccc(C)c1)c1cccnc1 returned F508del corr -0.5, PGC1a acetyl inh 3, FN deposit inh -1 and GSIS activator 1.
Screening COc1ccc(/C=C2\N=C3CCCCCN3C2=O)cc1OC returned PGC1a acetyl inh 18, C2C12 statin 0, Cneo AK release -3, miR-122 sensor -4, FN deposit inh 14 and PglD DTNB -6.
O=C(c1ccc2ccccc2n1)N1CCN(S(=O)(=O)c2ccccc2)CC1 was read as F508del corr -3.3, PGC1a acetyl inh 5, C2C12 statin 6, Cneo AK release 0, miR-122 sensor 1, GSIS activator 11 and PglD DTNB 2.
`O=C(CN(c1ccc(F)cc1)S(=O)(=O)c1ccc2c(c1)OCCO2)NCc1ccccc1` gave PGC1a acetyl inh 16, C2C12 statin -5, Cneo AK release -1, miR-122 sensor 17, GSIS activator -2 and PglD DTNB -3.

Molecules listed so far with an aryl methoxy group:
`COc1ccccc1-c1sc2ccccc2c1-c1ccc(OCCN2CCCCC2)cc1` gave PGC1a acetyl inh -15, C2C12 statin -16, Cneo AK release 23, miR-122 sensor 4 and PglD DTNB 2.
Screening COc1ccc(/C=C2\N=C3CCCCCN3C2=O)cc1OC returned PGC1a acetyl inh 18, C2C12 statin 0, Cneo AK release -3, miR-122 sensor -4, FN deposit inh 14 and PglD DTNB -6.

(continued)
For N=c1oc2c3c4c(cc2cc1C(=O)Nc1ccccc1)CCCN4CCC3 the results were PGC1a acetyl inh 10, C2C12 statin 5, Cneo AK release 0, miR-122 sensor 1 and PglD DTNB 1.
O=S(=O)(c1ccccc1)N1CCCCN2[C@@H](CO)[C@H](c3ccc(-c4ccccc4)cc3)[C@@H]2C1 was read as F508del corr 0.3, PGC1a acetyl inh -5, C2C12 statin 10, Cneo AK release 0, miR-122 sensor 1[16.7 µM], GSIS activator -24 and PglD DTNB -3.
`O=C(Nc1ccccc1)c1cccnc1Nc1ccccc1` gave C2C12 statin 1, Cneo AK release 6, GSIS activator -42 and PglD DTNB 2.
COc1cccc(NC(=O)c2sc3ncn(CC(=O)N4CCN(c5ccccn5)CC4)c(=O)c3c2C)c1 was read as F508del corr 0.9, PGC1a acetyl inh 10, C2C12 statin -20, Cneo AK release 0, miR-122 sensor 2, FN deposit inh -2, GSIS activator 7 and PglD DTNB -2.
Screening CCOc1cc(C(=O)OCC(=O)c2c(C)[nH]c3ccccc23)ccc1OCC(=O)N1CCOCC1 returned PGC1a acetyl inh -7, C2C12 statin -4, Cneo AK release -2, miR-122 sensor -3, FN deposit inh 2 and PglD DTNB -3.
Screening CC1(C)Cc2nc3sc4c(NCCO)ncnc4c3cc2CS1 returned F508del corr -1.7, PGC1a acetyl inh -5, C2C12 statin -7, Cneo AK release -3, miR-122 sensor -6, FN deposit inh -11, GSIS activator 11 and PglD DTNB -1.
`CCOc1ccc(OCC)c(NC(=O)CSc2nc3c(c(=O)n(C)c(=O)n3C)n2CC)c1` gave PGC1a acetyl inh -5, C2C12 statin -2, Cneo AK release 6, miR-122 sensor 1 and PglD DTNB 0.
For COc1cc(C(=O)NCC2CCCO2)cc(OC)c1OC (stereo unspecified) the results were PGC1a acetyl inh 6, C2C12 statin 28, Cneo AK release -1, miR-122 sensor -1 and PglD DTNB -1.
For Cc1cc(=O)oc2c(C)c(OC(C)C(=O)N3CC[C@@]4(O)CCCC[C@H]4C3)ccc12 (stereo partly specified) the results were F508del corr 0.0, PGC1a acetyl inh 3, C2C12 statin 6, Cneo AK release 7, miR-122 sensor -10, GSIS activator -3 and PglD DTNB -1.
O=C(COC(=O)c1cc(-c2cccc(Br)c2)nc2ccccc12)NCC1CCCO1 (stereo unspecified) was read as F508del corr -2.2, PGC1a acetyl inh 6, miR-122 sensor 6, FN deposit inh -3 and GSIS activator 3.
For COc1cc(/C=C2/SC(=Nc3ccc(O)cc3)NC2=O)cc(OC)c1O the results were F508del corr 15*, PGC1a acetyl inh -6, FN deposit inh 25 and GSIS activator 4.
`O=C(NNc1ccccc1Cl)C(O)(c1cccc(C(F)(F)F)c1)c1cccc(C(F)(F)F)c1` gave PGC1a acetyl inh -17, Cneo AK release 0, miR-122 sensor -4, FN deposit inh -5, GSIS activator 11 and PglD DTNB 1.
CCOc1ccc(CNC(=O)C(CC)n2nc(C)n3c(cc4occc43)c2=O)cc1OC (stereo unspecified) was read as PGC1a acetyl inh -7, C2C12 statin 8, Cneo AK release -3, miR-122 sensor -4 and PglD DTNB -39.
For C(=N\NCc1ccccc1)/c1ccc2nccnc2c1 the results were F508del corr -0.1, PGC1a acetyl inh 2, Cneo AK release -3, miR-122 sensor -2, FN deposit inh 2, GSIS activator 8 and PglD DTNB -4.
`CC(C)OC(=O)CSc1nc(-c2ccc(F)cc2)cc(C(F)(F)F)n1` gave PGC1a acetyl inh -11, C2C12 statin -5, Cneo AK release 26, miR-122 sensor -6, FN deposit inh -20 and PglD DTNB -13.
For Cc1ccc(-c2nn(CC(=O)N3CCOCC3)c(=O)c3ccccc23)cc1S(=O)(=O)N(C)C the results were F508del corr 1.2, PGC1a acetyl inh -8, C2C12 statin 15, Cneo AK release 9, miR-122 sensor 3, FN deposit inh 11, GSIS activator 8 and PglD DTNB -6.
`CC(C)NC(=O)Nc1cccc2c1O[C@H](CN(C)C(=O)NC1CCCCC1)[C@H](C)CN([C@H](C)CO)C2=O` gave F508del corr -3.8&-0.2, PGC1a acetyl inh 4&-2, C2C12 statin 15&4, Cneo AK release -3&0, miR-122 sensor 1[16.7 µM], FN deposit inh 8, GSIS activator 10&-5 and PglD DTNB 11&0.
COC(=O)C(NC(=O)c1ccc(F)cc1)(Nc1nc(C)cs1)C(F)(F)F (stereo unspecified) was read as PGC1a acetyl inh -13, Cneo AK release 5, miR-122 sensor -2 and PglD DTNB -2.
`N#Cc1ccccc1CN1C(=O)c2ccccc2S1(=O)=O` gave F508del corr 0.7, PGC1a acetyl inh 15, C2C12 statin 8, Cneo AK release -1, miR-122 sensor -3, FN deposit inh 4, GSIS activator -13 and PglD DTNB 8.
Cc1cccc(C)c1NC(=O)C(Cl)C(=O)c1ccccc1 (stereo unspecified) was read as F508del corr 2.5, PGC1a acetyl inh -8, Cneo AK release 3, miR-122 sensor 1, FN deposit inh 10, GSIS activator 5 and PglD DTNB 4.
C[C@@H]1CN([C@H](C)CO)C(=O)Cc2cc(NC(=O)Nc3ccc(C(F)(F)F)cc3)ccc2O[C@H]1CN(C)S(=O)(=O)c1ccc(Cl)cc1 was read as F508del corr 1.8, PGC1a acetyl inh 1, C2C12 statin -8, miR-122 sensor 13[16.7 µM] and GSIS activator -2.
CO[C@H]1CN(C)C(=O)c2ccc(NC(=O)c3cc(C)on3)cc2OC[C@H](C)N(C(C)=O)C[C@H]1C was read as F508del corr -0.8, PGC1a acetyl inh 4, C2C12 statin -16, Cneo AK release -1, miR-122 sensor -6[16.7 µM], FN deposit inh -10, GSIS activator 2 and PglD DTNB 3.
Cc1cnc(NC(=O)c2cccs2)s1 was read as F508del corr -1.9, C2C12 statin 15, Cneo AK release 0, miR-122 sensor -5, FN deposit inh 1, GSIS activator 18 and PglD DTNB 1.
For Cc1cccc(C)c1-n1nnnc1SCc1nc(N)nc(N(C)C)n1 the results were F508del corr 0.0, C2C12 statin -5, Cneo AK release 0, miR-122 sensor 14, FN deposit inh -2, GSIS activator 0 and PglD DTNB -5&-4.
CC(=O)Nc1cccc(-c2ccnc3c2CC(C(=O)Nc2ccc(C(C)C)cc2)O3)c1 (stereo unspecified) was read as F508del corr 0.1, C2C12 statin -1, Cneo AK release -1, miR-122 sensor -3, FN deposit inh -4, GSIS activator -22 and PglD DTNB 0.
`CCCn1c(SCc2cc(=O)[nH]c3ccccc23)nc2c1c(=O)n(C)c(=O)n2C` gave C2C12 statin -1, Cneo AK release 8, miR-122 sensor -5, FN deposit inh 14 and PglD DTNB -1.
For CCn1c(SCC(=O)NNC(=O)c2ccc(C)cc2)nnc1-c1ccncc1 the results were PGC1a acetyl inh 0, C2C12 statin 14, Cneo AK release 0, miR-122 sensor 2 and FN deposit inh 2.
O=[N+]([O-])c1ccc(N2CCOCC2)nc1 was read as PGC1a acetyl inh 8, C2C12 statin -3, Cneo AK release 9, miR-122 sensor -3 and PglD DTNB -7.
CC(=O)N(CC1CCCO1)c1nnc(-c2cnccn2)s1 (stereo unspecified) was read as PGC1a acetyl inh 11, C2C12 statin 4, Cneo AK release 0, miR-122 sensor -8, FN deposit inh 6 and PglD DTNB 3.
`O=C(NCCN1C(=O)C2C3C=CC(C3)C2C1=O)Nc1ccc(Br)cc1` (stereo unspecified) gave F508del corr -1.8, PGC1a acetyl inh -6, C2C12 statin -24, Cneo AK release -2, miR-122 sensor 0, FN deposit inh -9, GSIS activator -6 and PglD DTNB -7.
`CC(C)(C)NC(=O)C(c1ccncc1)N(Cc1cccs1)C(=O)Cn1nnc(-c2cccs2)n1` (stereo unspecified) gave PGC1a acetyl inh 5, C2C12 statin 7, Cneo AK release 0, miR-122 sensor 2, FN deposit inh 0, GSIS activator -10 and PglD DTNB 0.
`CCCCn1c(N)c(N(CC)C(=O)c2cccc(OCc3ccccc3)c2)c(=O)[nH]c1=O` gave F508del corr -3.7, PGC1a acetyl inh -6, C2C12 statin -6, Cneo AK release -1, FN deposit inh -3, GSIS activator 14 and PglD DTNB 5.
Screening O=C(C1CCN(c2nnnn2-c2ccccc2)CC1)N1CCN(c2ccccc2)CC1 returned PGC1a acetyl inh 4, C2C12 statin -2, Cneo AK release 1, miR-122 sensor 7, FN deposit inh 3 and PglD DTNB 5.

Some of these compounds in order of SMILES length, smallest number first.
For COc1cc(C(=O)NCC2CCCO2)cc(OC)c1OC (stereo unspecified) the results were PGC1a acetyl inh 6, C2C12 statin 28, Cneo AK release -1, miR-122 sensor -1 and PglD DTNB -1.
`CC(C)OC(=O)CSc1nc(-c2ccc(F)cc2)cc(C(F)(F)F)n1` gave PGC1a acetyl inh -11, C2C12 statin -5, Cneo AK release 26, miR-122 sensor -6, FN deposit inh -20 and PglD DTNB -13.
`O=C(NNc1ccccc1Cl)C(O)(c1cccc(C(F)(F)F)c1)c1cccc(C(F)(F)F)c1` gave PGC1a acetyl inh -17, Cneo AK release 0, miR-122 sensor -4, FN deposit inh -5, GSIS activator 11 and PglD DTNB 1.
